# MBNL1-CUG inh: MBNL1-poly(CUG) RNA binding inhibition | 280,000 tested, 0.036% active | Potency, µM (top dose mostly 57.5 µM), for the others: top-dose activity change, negative = inhibition, hits mostly inhibitors | TR-FRET MBNL1-His/biotin-(CUG)12 binding, 665/545 ratio; active means well fitted inhibition curve with a large enough effect in the signal ratio, with a control signal flat, not every such curve was filed as active; inconclusive means small, poorly fitted or top-dose-only effect, or effect the other way, or a change in a side signal; inactive means no such curve, though single readings can be large or run the other way; the % refers to the signal ratio; further: on the % scale 0 is the no-effect control and ±100 the full control effect
#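 His-tagged MBNL1 binding to biotinylated (CUG)12 RNA was measured by TR-FRET using terbium anti-His antibody (0.055 ng/ul final) and streptavidin-XL665 (5 nM final). Compounds were titrated 92 nM to 58 uM; 60 min at room temperature.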
# NPC1 prom act: NPC1 promoter activation | AID 485313 | 320,000 tested, 2.4% active | Huh7 NPC1 promoter luciferase reporter, 24 h | Potency, µM (top dose mostly 9.22 µM), without a hit: at the highest dose activation, actives largely listed as activators;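 further: % of control where 0% means no effect; nearly all actives have a fitted effect of over 60% in size; reporter is driven by a mutant NPC1 promoter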
#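 Huh7 cells stably carrying NPC1 promoter–luciferase, plated in Opti-MEM with 10% FBS for 2 h, were exposed to compound in DMSO for 24 h at 37 °C; luciferase reagent was added for 10 min and luminescence read.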
# VP16 counter: Gal4-VP16 reporter inhibition counter-screen | 310,000 tested, 3.5% active | Drosophila S2 Gal4-VP16 UAS-luciferase, luminescence, 20 h | Potency, µM (series often up to 53.6 µM), for the others: top-dose activity, negative = inhibition, hits mostly inhibitors | AID 2546;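 further: Gal4-VP16 expression switched on by copper sulfate through the metallothionein promoter; on the % scale 0 is the no-effect control and ±100 the full control effect; nearly all actives have a fitted effect of over 50% in size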
# BRCA1 expr act: increases BRCA1 expression | MCF7-BRCA1-FFLuc reporter, luminescence, 48 h; response scale: scaled: vehicle 0%, 10 µM genistein 100% | Potency, µM (titrated, usually from 46.1 µM), inactives show at the top dose activation, usual class: activators | 380,000 tested, 1.1% active | AID 624202; further: nearly all actives have a fitted effect of over 80% in size; some results filed as inactive show a strong effect at the top dose
#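 Reporter cells (MCF7, BRCA1 promoter-firefly luciferase) received library compounds across a concentration series for 48 h. End-point luminescence was measured and concentration-effect curves derived after normalization.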
# uPA generation: inhibitors of cell surface uPA generation; cell surface uPA generation assay, qHTS; Potency, µM (highest dose often 38.3 µM), inactives show at the top dose activity change, negative = inhibition, most hits filed as inhibitors; 330,000 tested, 0.31% active; active means well fitted inhibition curve with a large enough effect; inconclusive means small, poorly fitted or top-dose-only effect; inactive means no such curve, though single readings can be large or run the other way; tested in mouse RAW 264.7 cells; further: on the % scale 0 is the no-effect control and ±100 the full control effect; nearly all actives have a fitted effect of over 55% in size
# Rab9 promoter act: Rab9 promoter activation. Huh7 Rab9 promoter-luciferase reporter, luminescence, 24 h. AID 485297. 320,000 tested, 2.8% active. Potency, µM (doses to about 9.22 µM), for inactives: at the top dose activation, negative = inhibition, actives largely listed as activators; further: % of control where 0% means no effect; nearly all actives have a fitted effect of over 60% in size
#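 Huh7 cells stably carrying a Rab9 promoter-luciferase reporter, 1500 cells per well in OP-MEM I with 10% FBS, treated with compound 24 hours at 37C. Luciferase activity read by luminescence after 10 minutes with Amplite reagent.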
# RORg inh: ROR gamma (mouse) transcription inhibition; P51450; Drosophila S2 Gal4-RORgamma UAS-luciferase reporter, 20 h; Potency, µM (doses to about 53.6 µM), inactives show at the highest dose activity change, negative = inhibition, hits mostly inhibitors; 310,000 tested, 5.4% active; AID 2551; further: on the % scale 0 is the no-effect control and ±100 the full control effect; nearly all actives have a fitted effect of over 60% in size
# Target sequence (P51450 whole entry, looked up, the tested form may be a part): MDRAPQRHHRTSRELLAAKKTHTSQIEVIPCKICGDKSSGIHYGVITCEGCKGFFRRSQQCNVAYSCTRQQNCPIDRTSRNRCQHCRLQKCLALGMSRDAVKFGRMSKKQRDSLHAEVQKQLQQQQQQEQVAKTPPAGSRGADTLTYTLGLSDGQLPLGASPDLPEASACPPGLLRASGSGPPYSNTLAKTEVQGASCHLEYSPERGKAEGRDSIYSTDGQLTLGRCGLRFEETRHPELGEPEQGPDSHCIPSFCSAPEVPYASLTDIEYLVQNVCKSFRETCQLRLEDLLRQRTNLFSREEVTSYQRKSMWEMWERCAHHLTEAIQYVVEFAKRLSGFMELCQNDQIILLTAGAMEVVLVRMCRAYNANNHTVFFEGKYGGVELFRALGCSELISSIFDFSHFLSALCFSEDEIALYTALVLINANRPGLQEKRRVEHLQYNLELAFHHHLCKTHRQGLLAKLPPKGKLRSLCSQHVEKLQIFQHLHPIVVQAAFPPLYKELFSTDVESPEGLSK
#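 Stably transfected Drosophila Schneider cells are the test system, with ROR gamma fused to Gal4 and luciferase under UAS control; luminescence is read after 20 hr of 700 uM copper sulfate induction at ambient temperature.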
# p53 reactivation: re-activators of mutant p53. H1299 p53-A138V BP100-luciferase reporter, luminescence, 24 h. Potency, µM (series often up to 92.2 µM), inactives show at the top dose activity change, positive = activation, hits mostly activators. 320,000 tested, 0.063% active. AID 504706; further: % of control where 0% means no effect; nearly all actives have a fitted effect of over 45% in size
#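 p53-null H1299 cells stably carrying temperature-sensitive p53-A138V and a BP100-luciferase reporter were pinned with compounds (4-point, 1:5 series) and held 24 hrs at 37 deg C. Luminescence was read 10 min after detection reagent.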
# FLuc modulator: firefly luciferase modulation, counter-screen for miR-21 project. Potency, µM (doses to about 57.5 µM), for the others: at the highest dose activity change, negative = inhibition, hits mostly inhibitors. purified FLuc, Km substrates, luminescence inhibition. 360,000 tested, 6.9% active. AID 588342. P08659;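 further: plate controls were vehicle for no effect and reference inhibitor for full effect; nearly all actives have a fitted effect of over 55% in size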
# Target sequence (P08659 whole entry, looked up): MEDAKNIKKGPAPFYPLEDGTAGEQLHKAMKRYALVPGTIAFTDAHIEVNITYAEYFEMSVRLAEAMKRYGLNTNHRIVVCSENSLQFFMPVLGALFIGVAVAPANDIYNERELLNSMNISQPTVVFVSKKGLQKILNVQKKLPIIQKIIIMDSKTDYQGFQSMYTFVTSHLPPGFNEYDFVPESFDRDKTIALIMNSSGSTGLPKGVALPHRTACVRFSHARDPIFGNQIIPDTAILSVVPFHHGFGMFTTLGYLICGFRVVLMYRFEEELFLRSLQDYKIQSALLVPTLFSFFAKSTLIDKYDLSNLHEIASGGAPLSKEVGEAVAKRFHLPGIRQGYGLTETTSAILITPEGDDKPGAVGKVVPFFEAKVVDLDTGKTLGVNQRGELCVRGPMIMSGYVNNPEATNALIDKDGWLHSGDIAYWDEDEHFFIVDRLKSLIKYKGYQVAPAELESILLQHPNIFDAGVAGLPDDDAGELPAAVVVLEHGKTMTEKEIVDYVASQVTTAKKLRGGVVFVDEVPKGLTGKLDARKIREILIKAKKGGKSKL
#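 Purified P. pyralis luciferase (10nM final) with 10uM D-luciferin and 10uM ATP (Km levels) in 50mM Tris acetate pH 7.5, 10mM Mg acetate, 0.01% Tween-20, 0.05% BSA; qHTS 6-point titration, ~60 µM downward; luminescence read.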
# ELG1 genotox: induces genotoxicity in HEK293T cells with luciferase-tagged ELG1; HEK293T ELG1-luciferase reporter, luminescence, 16 h; Potency, µM (series often up to 46 µM), for the others: at the highest dose activity change, positive = activation, actives largely listed as activators; 330,000 tested, 1.3% active; AID 504466; further: % of control where 0% means no effect; nearly all actives have a fitted effect of over 60% in size
#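 After overnight (16 hr) compound treatment at 37 °C, ELG1-luciferase HEK293T cells were lysed with ONE-Glo; luminescence quantified 30 min later at room temperature.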
# CXXC DNA block: blocks binding of human MLL CXXC domain to DNA | Q03164 | MLL-CXXC / FITC-HOXA9 DNA fluorescence polarization | Potency, µM (highest dose often 115 µM), for inactives: at the top dose activity change, negative = inhibition, most hits filed as inhibitors | 290,000 tested, 0.037% active | AID 2662; active means well fitted inhibition curve with a large enough effect in the polarisation, with a control signal flat, not every such curve was filed as active; inconclusive means small, poorly fitted or top-dose-only effect, or effect the other way, or a change in a side signal; inactive means no such curve, though single readings can be large or run the other way; the % refers to the polarisation
#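 Purified MLL-CXXC (added from a 7 uM solution) was preincubated 5 min at ambient with pinned compounds in 50 mM Tris-HCl pH 7.5, 50 mM NaCl, 1 mM DTT, 0.05% BSA. Fluorescein-labeled HOX-A9 DNA (50 nM solution) followed, 30 min, then polarization read.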
# The depositor's hits bear a star; ? = inconclusive; . = not tested or not shown; & = joins results of further samples; [ ] = dose if it differs, or a comment. Unless noted, the call rests on the fitted dose curve; in most records, active means well fitted curve in the direction sought with a large enough effect; inconclusive means small, poorly fitted or top-dose-only effect, or another doubt; inactive means no such curve, though single readings can be large; an effect the other way counts as inactive or inconclusive. Potency means the concentration at half of the fitted maximal effect. These rows are one share of the data. The share of hits here may be higher or lower than overall.
SMILES,MBNL1-CUG inh,NPC1 prom act,VP16 counter,BRCA1 expr act,uPA generation,Rab9 promoter act,RORg inh,p53 reactivation,FLuc modulator,ELG1 genotox,CXXC DNA block
C=CCn1c(Cc2cccs2)nnc1SCC(=O)Nc1ccc(OC)cc1,-3%,-1%,?,8%,0%,8%,10%,-8%,-1%,2%,-14%
COc1ccc(OC)c(S(=O)(=O)N2CCC(C(=O)NCc3ccccc3)CC2)c1,-6%,-4%,3%,-4%,5%,3%,10%,-10%,-4%,-6%,-7%
CCOC(=O)CCCNC(=O)COC(=O)/C=C/c1ccc2c(c1)OCO2,?,-5%,-3%,-8%,10%,1%,1%,-2%,-6%,0%,-2%
O=C(C1CCCCC1)N(Cc1nc2sc3c(c2c(=O)[nH]1)CCCC3)Cc1cccs1,-5%,-8%,?,-62%,-2%,0%,11µM*,-24%,-16%,0%,-1%
CCN(CC)CCC(=O)c1ccc(F)cc1,-2%,-1%,?,-3%,-1%,7%,?,1%,-5%,1%,142%[activator]
COc1ccc(OC)c(-c2csc(NC(=O)c3ccc(F)cc3)n2)c1,-6%,?,10µM*,-34%,?,6%,11µM*,-56%[inhibitor],11µM*,7%,8%
O=C(C1CC(=O)N(C2CCCCC2)C1)N1CCc2ccccc21 (stereo not given),-6%,-25%,5%,0%,13%,-1%,-1%,-5%,-5%,-1%,-10%
O=C(c1cccc(S(=O)(=O)N2CCc3ccccc32)c1)N1CCc2ccccc2C1,.,-2%,.,-44%,-19%,-1%,.,-4%,-6%,-7%,.
COc1ccccc1C(=O)N1N=C(c2ccc(NS(C)(=O)=O)cc2)CC1c1cccs1 (stereo not given),8%,1%,12%,-6%,-11%,3%,-7%,0%,1%,0%,30%
COc1ccc(OC)c2[nH]c(C(=O)N/N=C/c3ccccc3O)cc12,-7%,-42%[inhibitor],5µM*,-82%[inhibitor],?,-36%[inhibitor],4µM*,27%,?,?,-2%
CC(C)(OC(=O)c1ccc(F)cc1)c1cc2ccccc2c(=O)o1,.,1%,.,0%,-6%,-1%,.,11%,-1%,0%,.
O=[N+]([O-])c1ccc(N2CCN(S(=O)(=O)c3ccccc3[N+](=O)[O-])CC2)cc1NCc1cccnc1,17%,2%,-9%,-29%,-1%,-4%,43%,-10%,0%,1%,-6%
O=C1CCc2cc(S(=O)(=O)NC(C(=O)N3CCN(c4ccccn4)CC3)c3ccccc3)ccc2N1 (stereo not given),-4%,-3%,-8%,-25%,9%,1%,13%,0%,-4%,0%,-7%
CCOc1ccc2[nH]c(=O)c(CN(CCO)C(=O)c3ccccc3F)cc2c1,6%,1%,0%,-27%,5%,12%,17%,-9%,2%,3%,7%
Cc1cc(C)n(-c2ccc(C(=O)OCC(=O)Nc3ccc([N+](=O)[O-])cc3)cc2)n1,0%,-8%,-16%,-3%,-1%,-1%,?,-5%,5%,1%,-7%
CCOC(=O)c1c(NC(=O)c2ccno2)c2cc([N+](=O)[O-])ccc2n1C,-3%,10%,-21%,1%,3%,-1%,-9%,0%,-3%,2%,13%
CC(OC(=O)CN1C(=O)C2C3C=CC(C4CC34)C2C1=O)C(=O)c1ccccc1 (stereo not given),-1%,-2%,1%,-1%,3%,-12%,14%,-2%,4%,-6%,5%
O=C(c1ccccc1)C(CCC(CN1CCOCC1)C(=O)c1ccccc1)CN1CCOCC1 (stereo not given),0%,-9%,7.9µM*,-86%[inhibitor],-9%,-39%[inhibitor],?,-33%[inhibitor],7%,5%,-6%
CC(C)CN1CCN(Cc2cccn2-c2ccc(Cl)cn2)CC1CCO (stereo not given),-1%,2%,-5%,-37%,-12%,2%,1%,-2%,-2%,-3%,8%
c1ccc(CN=C2NN=C(c3ccccc3)CS2)cc1,9%,?,-76%,68%,0%,4.5µM*,?,?,19µM*,6%,16%
CC(=O)Nc1ccc(S(=O)(=O)N2CCN(Cc3cccnc3)CC2)cc1,2%,-3%,2%,-2%,11%,-3%,15%,6%,-2%,-3%,1%
Cc1nc2ccccc2c(=O)n1NC(=O)c1ccc(Cl)cc1,-7%,0%,7%,-6%,-13%,15%[1.84 µM],23%,1%,6%,-12%,50%[activator]
CCOC(=O)COc1ccc(C(=O)CC)cc1OC,0%,-1%,-10%,0%,3%,-3%,-4%,18%,1%,-1%,3%
CCOc1ccccc1NC(=O)CCC(=O)Nc1ccc2nc(N3CCN(C)CC3)cc(C)c2c1,-1%,-1%,-7%,-27%,5%,1%,-1%,-4%,?,-1%,7%
O=C(CSc1nc2ccccc2c(=O)n1-c1ccc(OC(F)F)cc1)NC1CC1,.,-3%,.,-7%,-1%,-3%,.,-9%,.,3%,.
CC(C)c1nnc(NC(=O)CCN2C(=O)c3ccccc3C2=O)s1,0%,11%,8%,9%,-3%,-3%,34%,-3%,-2%,0%,-1%
CCCCCc1nc2c(C#N)c(-c3ccc(Cl)cc3)ccn2n1,11%,10%,2%,29%,5%,11%,28%,2%,-10%,-2%,0%
O=C(COc1ccc(Cl)cc1)N(Cc1cccs1)C1CCS(=O)(=O)C1 (stereo not given),3%,-3%,-1%,49%,-3%,0%,-5%,.,4%,1%,.
O=C(O)CSc1nnnn1C1CCCCC1,-25%,3%,-12%,-43%,-1%,-12%,9%,0%,0%,0%,-7%
COCCSc1nnc(NC(=O)c2ccc(NC(C)=O)cc2)s1,-12%,-1%,-1%,0%,-3%,-4%,16%,5%,-5%,3%,31%[activator]
O=C(c1ccc(Oc2ccccc2)cc1)c1nc2c(n1O)CCCC2,-4%,2%,?,54%,.,-1%,?,21%,?,?,2%
O=C1c2ccccc2CN1CCNS(=O)(=O)c1ccc2ccccc2c1,-4%,11%,1%,-10%,-5%,0%,1%,2%,4%,1%,15%
CCOC(=O)c1c(C)[nH]c(C(=O)CSc2nnnn2-c2ccccc2)c1C,-15%,-4%,2%,-4%,-3%,4%,11%,1%,3%,19%,4%
O=C(Nc1cccc(S(=O)(=O)NC2=NCCC2)c1)C1CCCCC1,-3%,-1%,1%,-28%,0%,-7%,-4%,0%,2%,-5%,10%
CC(=O)CCc1ccc(OCCCOc2cccc3cccnc23)cc1,15%,5%,?,?,-10%,0%,?,.,21µM*,3%,-9%
CCOC(=O)c1c(NC(=O)COC(=O)c2nc(Cl)ccc2Cl)sc(C(=O)NC)c1C,.,-3%,.,-26%,-2%,-2%,.,8%,-1%,0%,.
CCOC(=O)c1ccc(NC(=S)Nc2ccc(Cl)cn2)cc1,?,25%,8.9µM*,4%,-12%,?,2.2µM*,-1%,-2%,8%,5%
COc1cc2ncnc(NCCc3ccccc3)c2cc1OC,-4%,-5%,-1%[10 µM],-39%,?,-14%,-99%,-10%,-7%,-11%,13%
S=c1[nH]nc(-c2ccc3ccccc3n2)n1-c1ccc(Cl)cc1,-2%,-3%,1.4µM*,-59%,1%,-3%,1.1µM*,-13%,-2%,1%,-4%
NC(=O)c1ccc(NC(=O)CN2CCOCC2)cc1,3%,-4%,-12%,-2%,3%,-1%,-6%,14%,1%,6%,-7%
CCN1C(=O)[C@@H]2Cc3c([nH]c4ccccc34)C(c3ccc(OC)cc3)N2C1=S (stereo not given in full),-5%,2%,29%,-25%,-18%,9%,39%,19%,5%,-6%,-6%
CCc1cccc(NC(=O)Cc2cn(C)c3ccccc23)c1,-3%,-1%,0%,-12%,1%,-6%,32%,-8%,-16%,-1%,6%
COC(=O)c1ccc(C23CC4(C2)[C@H](CN(Cc2ccc(-c5ccccc5)cc2)[C@@H]4c2ccccc2)C3c2ccc(C(F)(F)F)cc2)cc1 (stereo not given in full),1%,-3%,13%&4%,-1%,5%,-1%,21%&-19%,2%,2%,5%,4%
COCCN(C(=O)CCC(=O)Nc1cc(C)on1)C(C(=O)NC(C)(C)C)c1cccc(OC)c1OC (stereo not given),-5%,1%,-16%,-14%,-2%,-6%,-1%,11%,0%,-1%,41%
COc1c(Cl)ccc(Cl)c1C(=O)NC(=O)Nc1nc(C)cc(C)n1,-3%,-7%,1%,-25%,-4%,.,1%,-24%,5%,-13%,-11%
C#CCOCCOCCOCCNc1nc(N2CCN(C(=O)CCCCCCCCCCNC(=O)Cn3cc(C[C@@H](C)O)nn3)CC2)nc(N2CCN(C(=O)CCCCCCCCCCNC(=O)[C@@H](CCSC)n3cc(CCO)nn3)CC2)n1,.,-1%,.,-31%,-7%,1%,.,26%,8%,0%,.
CCN(CC)C(=O)c1nc[nH]c1C(=O)N1CCc2ccccc2C1,.,1%,.,8%,-8%,0%,.,3%,3%,1%,.
